TRPC4 potent: allosteric potentiators of mouse TRPC4 channel; HEK293 TRPC4beta/mu-opioid, DAMGO EC20, Fluo-4 Ca2+ flux; stronger effect = higher value; actives 0.42% (n = 310,000); Q9QUQ5; AID 2227; B-score at 10 µM;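 active = B-score of calcium response area above 5 SD of library B-scores, with initial fluorescence ratio within 5 SD of library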;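 note: B-score of integrated fluorescence ratio over time as area under calcium response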
TRPC4 act: opens the mouse TRPC4 cation channel | AID 2237 | HEK293 TRPC4beta/mu-opioid, Fluo4 calcium fluorescence; stronger effect = higher value | actives 0.49% (n = 310,000) | B-score at 10 µM;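 active = B-score above 5 SD of library B-scores, and initial fluorescence ratio not above library mean plus 5 SD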;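 note: positive B-score marks a calcium rise read as TRPC4 activation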
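System – HEK293 cells stably co-expressing mouse TRPC4beta and mu-opioid receptor · Signal – Fluo4 calcium-sensitive dye fluorescence, kinetic, 1 Hz baseline · Benchmarks – buffer (low) and maximal DAMGO (high) · Read-out – B score of integrated fluorescence ratio per well · Incubation – dye loading 45 min room temperature, 110 s kinetic read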
KCNQ1 inh: inhibitors of human KCNQ1 potassium channel | actives 1.3% (n = 310,000) | P51787 | CHO-K1 KCNQ1, FluxOR thallium flux fluorescence; stronger effect = higher value | B-score at 10 µM;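 active = compounds whose thallium flux B-score, printed positive for inhibition, exceeds three library SD while starting fluorescence stays within three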;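 note: channel opened by potassium depolarization with thallium stimulus after 20 min compound exposure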
Target sequence (P51787 whole entry, looked up): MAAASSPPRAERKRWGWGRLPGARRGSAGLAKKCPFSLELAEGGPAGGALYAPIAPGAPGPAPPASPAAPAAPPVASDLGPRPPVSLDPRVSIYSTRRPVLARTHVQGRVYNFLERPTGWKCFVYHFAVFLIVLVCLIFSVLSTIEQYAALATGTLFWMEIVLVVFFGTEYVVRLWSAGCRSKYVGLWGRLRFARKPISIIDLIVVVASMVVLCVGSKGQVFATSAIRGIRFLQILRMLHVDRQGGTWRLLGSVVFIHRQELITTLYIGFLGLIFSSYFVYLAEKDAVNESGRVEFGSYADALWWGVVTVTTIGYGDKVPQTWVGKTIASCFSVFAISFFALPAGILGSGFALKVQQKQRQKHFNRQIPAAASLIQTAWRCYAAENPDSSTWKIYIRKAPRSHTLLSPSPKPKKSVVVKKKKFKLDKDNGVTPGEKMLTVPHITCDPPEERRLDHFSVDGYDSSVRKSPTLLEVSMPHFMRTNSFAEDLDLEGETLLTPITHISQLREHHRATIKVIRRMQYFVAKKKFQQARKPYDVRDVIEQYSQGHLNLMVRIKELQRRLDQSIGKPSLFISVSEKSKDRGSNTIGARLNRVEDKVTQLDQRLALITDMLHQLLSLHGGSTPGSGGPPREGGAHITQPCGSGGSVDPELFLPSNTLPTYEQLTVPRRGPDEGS
KCNQ1 pot: potentiates or activates the human KCNQ1 potassium channel | P51787 | CHO-K1 KCNQ1, thallium flux FluxOR fluorescence; stronger effect = higher value | B-score at 10 µM | actives 0.35% (n = 310,000);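 active = fluorescence ratio B-score, a plate-corrected score, at least three library SD, with initial intensity B-score within 5 SD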
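Material: CHO-K1 cells stably expressing KCNQ1. Medium: assay buffer for compound exposure, DMSO matched across wells. Reagent: K+/Tl+ depolarizing stimulus. Compound dosing: single-concentration screen. Times: 37 °C overnight plating, 90-min dark dye load, 20-min compound pretreatment. Technique: FluxOR Tl+ flux fluorescence.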
KCNK3 inh: human KCNK3 channel inhibition, primary screen; O14649; CHO-KCNK3 thallium flux, FluxOR fluorescence; stronger effect = lower value; B-score at 10 µM; actives 0.84% (n = 340,000); AID 602410;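 active = B-score under library mean minus 4 SD, starting fluorescence ratio at most library mean plus 5 SD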;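 note: more negative B-score means stronger inhibition of thallium flux through KCNK3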
HDAC3 inhib: human HDAC3 inhibition; recombinant HDAC3, fluorogenic peptide/trypsin coupled, fluorescence; actives 0.15% (n = 320,000); AID 2718; O15379; inhibition, % at 8.3 µM; in the data active = inhibition above about 26%, passing the limit was not always enough; inconclusive = no clear call, values can overlap the other calls
DYRK1A inh: Dyrk1A (rat) kinase inhibition. actives 0.43% (n = 310,000). inhibition, % at 12.5 µM. ADP-Glo luminescence, NFATc1 peptide. Q63470. AID 504441; in the data active = inhibition above about 50%;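 note: plate controls were vehicle with enzyme for no effect and no enzyme for full effect; many of its hits are not listed in these tables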
hERG rescue: shields human hERG channel from block by proarrhythmic agents. CHO-hERG, FluxOR thallium flux, dofetilide IC70 present. activation (rescue from dofetilide block), less the hit threshold, % at 10 µM. actives 0.51% (n = 310,000). AID 1511;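 active = activation above the mean of controls blocked by dofetilide plus 5 SD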;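 note: thallium influx through hERG after potassium depolarization seen as dye fluorescence rise; in these data hits start at about 4.7%; inactives centre near -7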
KCNK9 block: human KCNK9 channel inhibition. HEK293 KCNK9, FluxOR thallium flux fluorescence; stronger effect = lower value. B-score at 10 µM. actives 1.2% (n = 310,000). AID 488922;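 active = ratio B-score over 3 SD below the library mean, with starting fluorescence within 5 SD of its mean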;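 note: negative B-score means less thallium flux so channel inhibition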
Target sequence (Q9NPC2 whole entry, looked up): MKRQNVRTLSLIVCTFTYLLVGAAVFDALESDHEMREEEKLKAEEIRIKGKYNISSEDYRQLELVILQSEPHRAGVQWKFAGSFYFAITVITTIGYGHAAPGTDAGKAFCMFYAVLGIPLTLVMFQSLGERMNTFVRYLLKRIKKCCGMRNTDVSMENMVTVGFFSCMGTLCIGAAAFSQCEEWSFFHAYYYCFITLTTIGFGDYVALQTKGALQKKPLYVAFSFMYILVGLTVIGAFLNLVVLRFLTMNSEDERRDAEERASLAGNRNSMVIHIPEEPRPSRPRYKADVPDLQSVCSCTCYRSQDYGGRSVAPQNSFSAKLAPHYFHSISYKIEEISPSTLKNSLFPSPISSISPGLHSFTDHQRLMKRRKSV
TMEM16A inh: blocks the mouse calcium-activated chloride channel TMEM16A; HEK293 TMEM16A/YFP iodide influx fluorescence, ionomycin; normalized B-score (activity score, 25-100; higher = stronger inhibition) at 10 µM; Q8BHY3; actives 1.2% (n = 310,000);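 active = ratio plate-corrected score three or more library SD toward inhibition, starting fluorescence score within five deviations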;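 note: score derived from kinetic fluorescence span divided by baseline fluorescence per well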
TMEM16A act: activators or potentiators of mouse TMEM16A chloride channel. B-score at 10 µM. actives 0.3% (n = 340,000). HEK293 TMEM16A/YFP-H148Q/I152L, iodide quench fluorescence; stronger effect = lower value;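 active = fluorescence-ratio B-score plate-corrected deviation score at least 3 library SD below zero, with starting fluorescence score within 5 deviations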;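 note: channel opened by trigger with iodide after compound preincubation; score built on the fluorescence ratio of max minus min over baseline; more negative score means more quench and so TMEM16A activation or potentiation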
* = called active by the depositor; i = inactive; ? = inconclusive; . = not tested or not shown. A portion of the library (hit frequency here may not be typical).

1. O=c1c2cc(N3CCOCC3)ccc2[nH]c(=S)n1CCCN1CCCC1
2. COc1ccc(-n2c(Cc3cccn3C)nnc2SCC(=O)Nc2cccc(C)c2C)cc1
3. CCOC(=O)N1CCN(C(=O)COc2ccccc2OC)CC1
4. CCOc1ccc(NC(=O)C2CC=CCC2C(=O)O)cc1 (centres undefined)
5. CCS(=O)(=O)c1ccc2oc(SCC(=O)NCCc3ccccc3)nc2c1
6. COc1ccc(S(=O)CC(=O)Nc2ccc(Cl)cc2Cl)cc1 (centres undefined)
7. CC(CCN1C(Nc2ccccc2)=NC[C@@H]1C)c1ccccc1 (some centres undefined)
8. COc1cc(C(=O)NC(C)c2ccc(-n3ccnc3)cc2)cc(OC)c1C (centres undefined)

entry no.	1	2	3	4	5	6	7	8
DYRK1A inh	5	6	.	3	9	-1	-8	-2
KCNQ1 inh	i	i	i	i	i	i	i	i
HDAC3 inhib	4	-1	1	1	2	-7	-8	-5
hERG rescue	-15	-8	-2	-9	-13	-12	-6	-3
KCNQ1 pot	i	i	i	i	i	i	i	i
TMEM16A act	i	i	i	i	i	i	i	i
TMEM16A inh	i	i	i	i	i	i	i	i
TRPC4 act	i	i	i	i	i	i	i	i
KCNK3 inh	i	i	i	i	i	i	i	i
TRPC4 potent	i	i	i	i	i	i	i	i
KCNK9 block	i	i	i	i	i	i	i	i

Reprinted from the part before: four compounds; new compounds follow.
5. CCS(=O)(=O)c1ccc2oc(SCC(=O)NCCc3ccccc3)nc2c1
6. COc1ccc(S(=O)CC(=O)Nc2ccc(Cl)cc2Cl)cc1 (centres undefined)
7. CC(CCN1C(Nc2ccccc2)=NC[C@@H]1C)c1ccccc1 (some centres undefined)
8. COc1cc(C(=O)NC(C)c2ccc(-n3ccnc3)cc2)cc(OC)c1C (centres undefined)
9. CC1CCN(S(=O)(=O)c2ccc(S(=O)(=O)NCC3COCCO3)cc2)CC1 (centres undefined)
10. CCC(C(=O)NCCN1CCN(C)CC1)n1c(C)c2cnn(-c3ccccc3)c(=O)c2c1C (centres undefined)
11. O=C1CCCCCN1CP(=O)(O)CN1CCCCCC1=O
12. Cc1ccc(C(=O)OCC(=O)Nc2cc(S(C)(=O)=O)ccc2Cl)cc1S(=O)(=O)N1CCCCC1
13. COc1cccc(N(CC(=O)NC2CCCC2)C(=O)Cn2nnc(-c3ccc(C)cc3)n2)c1
14. Nc1nnc(CCC2CCCCC2)s1
15. CCc1c(O)nc(SCc2ccccc2)n(C(C)CC)c1=O (centres undefined)
16. COc1ccc(-c2cc(C(=O)Nc3c(C)nn(Cc4ccccc4Cl)c3C)no2)cc1

entry no.	5	6	7	8	9	10	11	12	13	14	15	16
DYRK1A inh	9	-1	-8	-2	0	3	-3	-12	1	-3	-6	-2
KCNQ1 inh	i	i	i	i	i	i	i	i	i	i	i	i
HDAC3 inhib	2	-7	-8	-5	?	4	2	-2	4	-1	8	1
hERG rescue	-13	-12	-6	-3	-7	-5	-5	-5	-9	-5	-5	-9
KCNQ1 pot	i	i	i	i	i	i	i	i	i	i	i	i
TMEM16A act	i	i	i	i	i	i	i	i	i	i	i	i
TMEM16A inh	i	i	i	i	i	i	i	i	i	i	i	i
TRPC4 act	i	i	i	i	i	i	i	i	i	i	i	i
KCNK3 inh	i	i	i	i	i	i	i	i	i	i	i	i
TRPC4 potent	i	i	i	i	i	i	i	i	i	i	i	i
KCNK9 block	i	i	i	i	i	i	i	i	i	i	i	i

17. COc1ccccc1N1CCN(C2CCCN(C(=O)c3ccnc4ccc(C)cc34)C2)CC1 (centres undefined)
18. COc1ccc(CCN2CC(C(=O)N(C)Cc3ccc4nsnc4c3)CCC2=O)cc1 (centres undefined)
19. CNC(=S)N1C2CCCC1CC(NC(=O)c1ccc(F)cc1)C2 (centres undefined)
20. CCN(CC)C(NC(=O)c1ccccc1)C(=O)c1ccccc1 (centres undefined)
21. O=C1/C(=N\S(=O)(=O)c2cccs2)C([n+]2ccc(CCCc3ccccc3)cc2)=C([O-])c2ccccc21
22. Cc1cc(C)n2cc(CSc3nncn3C)nc2n1
23. COc1ccc(/C=N/Nc2cc(OC)ncn2)cc1
24. CN(C)S(=O)(=O)c1ccc(C(=O)Oc2cc(=O)[nH]c3ccccc23)cc1

entry no.	17	18	19	20	21	22	23	24
DYRK1A inh	-3	2	.	0	.	4	4	2
KCNQ1 inh	i	i	i	i	i	i	i	i
HDAC3 inhib	-17	5	1	3	2	-38	6	2
hERG rescue	-8	-6	1	-7	-10	-8	-5	-9
KCNQ1 pot	i	i	i	i	i	i	i	i
TMEM16A act	i	i	i	.	i	i	i	i
TMEM16A inh	i	i	i	i	i	i	i	i
TRPC4 act	i	i	i	i	i	i	i	i
KCNK3 inh	i	i	i	i	i	i	i	i
TRPC4 potent	i	i	i	i	i	i	i	i
KCNK9 block	i	i	i	i	i	i	i	i

25. O=C(O)c1ccc(CSc2nnc(Cc3ccccc3)o2)cc1
26. CC(CC(=O)O)CC(=O)Nc1cc(C(F)(F)F)cc(C(F)(F)F)c1 (centres undefined)
27. O=C(Nc1c2c(nn1-c1ccc(F)cc1)CS(=O)C2)c1ccco1 (centres undefined)
28. N#Cc1c2ccccc2nc2ccccc12
29. CN(CCc1ccccn1)C(=O)CCC1CCCN(C(=O)c2cccc(N(C)C)c2)C1 (centres undefined)
30. Clc1ccc(CN2C3=NCCCN3c3ccccc32)cc1Cl
31. CCCCc1c(C)nn(-c2nnc3c4ccccc4n(C)c3n2)c1C
32. CCC1(CC)C(=O)NC(=O)NC1=Nc1ccccc1

entry no.	25	26	27	28	29	30	31	32
DYRK1A inh	6	.	3	-11	-2	1	.	-8
KCNQ1 inh	i	i	i	i	i	i	i	i
HDAC3 inhib	0	4	-5	-14	-1	-2	3	2
hERG rescue	-3	-10	-13	-8	-5	-18	-6	-12
KCNQ1 pot	i	i	i	i	i	i	i	i
TMEM16A act	i	i	i	i	i	i	i	i
TMEM16A inh	i	i	i	i	i	i	i	i
TRPC4 act	i	i	i	i	i	i	i	i
KCNK3 inh	i	i	i	i	i	i	i	i
TRPC4 potent	i	i	i	i	i	i	i	i
KCNK9 block	i	i	i	i	i	i	i	i

33. CCN(CC)S(=O)(=O)c1ccc(OC)c(NC(=O)c2ccc(-n3cncn3)c([N+](=O)[O-])c2)c1
34. CC(NC(=O)COC(=O)c1ccc2c(c1)S(=O)(=O)N=C1CCCCCN12)C12CC3CC(CC(C3)C1)C2 (centres undefined)
35. Cc1nn(C)c(Oc2cccc(C(F)(F)F)c2)c1C#N
36. CCC(CC)NC(=O)CCCSc1nc2ccccc2[nH]1
37. CCN(CC)S(=O)(=O)c1ccc(S(=O)(=O)N(CC(=O)Nc2ccccc2)Cc2ccco2)cc1
38. CCN(CC)S(=O)(=O)c1ccc(OC)c(NC(=O)/C=C/c2ccco2)c1
39. COc1ccc(NC(=O)c2cn(CCC#N)nc2-c2cccs2)cc1
40. CC(=O)Nc1ccc(S(=O)(=O)N(C)CC(=O)Nc2ccc(Br)cc2F)cc1

entry no.	33	34	35	36	37	38	39	40
DYRK1A inh	4	-2	-2	6	-2	-2	1	9
KCNQ1 inh	i	i	i	i	i	i	i	i
HDAC3 inhib	-1	-3	-3	-1	2	1	2	-3
hERG rescue	-14	-6	-5	-2	-8	-15	-12	-7
KCNQ1 pot	i	i	i	i	i	i	i	i
TMEM16A act	i	i	i	i	i	i	i	i
TMEM16A inh	i	i	i	i	i	i	i	i
TRPC4 act	i	i	i	i	i	i	i	i
KCNK3 inh	i	i	i	i	i	i	i	i
TRPC4 potent	i	i	i	i	i	i	i	i
KCNK9 block	i	i	i	i	i	i	i	i

41. Cc1ccc(C)c2c1c1ccccc1n2C
42. CCOc1ccc(S(=O)(=O)N2CCN(C(=O)c3ccc(-n4cncn4)c([N+](=O)[O-])c3)CC2)cc1
43. CCN1CCN(C(=O)c2cc3c(=O)n(C)c4ccccc4c3n2C)CC1
44. CCOc1ccc(-c2nnc(N)o2)cc1
45. O=C(CNC(=O)c1cccs1)NCC(=O)OCc1ccc(Cl)cc1
46. Cc1ccc(NC(=O)COC(=O)COc2ccc(Cl)cc2)c([N+](=O)[O-])c1
47. N#Cc1cn(CC(=O)NCCc2c[nH]c3ccccc23)c2ccccc12
48. N#Cc1ccc(C23CC4(C2)[C@H](CN(Cc2ccc(-c5ccccc5)cc2)[C@@H]4c2ccccc2)C3c2ccc(Cl)nc2)cc1 (some centres undefined)

entry no.	41	42	43	44	45	46	47	48
DYRK1A inh	.	-4	18	5	.	-2	-1	3
KCNQ1 inh	i	i	i	i	i	i	i	i
HDAC3 inhib	-3	8	3	-5	?	-3	-9	-3
hERG rescue	-7	-10	-6	-8	-11	-2	-8	-6
KCNQ1 pot	i	i	i	i	i	i	i	i
TMEM16A act	i	i	i	i	i	i	i	i
TMEM16A inh	i	i	i	i	i	i	i	i
TRPC4 act	i	i	i	i	i	i	i	i
KCNK3 inh	i	i	i	i	i	i	i	i
TRPC4 potent	i	i	i	i	i	i	i	i
KCNK9 block	i	i	i	i	i	i	i	i

49. CC1=NN(C(=O)CCc2ccccc2O)C(O)(C(F)(F)F)C1 (centres undefined)
50. CCOc1ccc(NC(=O)C2CC(=O)N(c3ccccc3F)C2)cc1 (centres undefined)
51. CCn1c2ccccc2c2nnc(SCc3ccccc3)nc21
52. CCCCn1nc2cc(C(=O)NCc3cc(C(F)(F)F)cc(C(F)(F)F)c3)ccc2c1OC
53. Cc1nn(S(=O)(=O)c2ccccc2)c(C)c1S(=O)(=O)N1CCC(C)CC1

entry no.	49	50	51	52	53
DYRK1A inh	-4	-2	0	.	-5
KCNQ1 inh	i	i	i	i	i
HDAC3 inhib	-2	-3	5	-3	-6
hERG rescue	-1	-7	-13	-7	-6
KCNQ1 pot	i	i	i	i	i
TMEM16A act	i	i	i	i	i
TMEM16A inh	i	i	i	i	i
TRPC4 act	i	i	i	i	i
KCNK3 inh	i	i	-12*	i	i
TRPC4 potent	i	i	i	i	i
KCNK9 block	i	i	-6.6*	i	i
